Screening data: PubChem BioAssay, several laboratories
TbMetRS inhib: blocks T. brucei methionyl-tRNA synthetase activity; purified T. brucei MetRS, ATP depletion, Kinase-Glo luminescence; inhibition, % at 11.9 µM; actives 0.4% (n = 360,000); AID 624268;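 active means inhibition above a per-plate cutoff of the control wells' mean inhibition plus 3 SD, cut at about 5.5% in these data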;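 further: 0% = DMSO wells median and 100% = median of wells with control inhibitor compound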
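assay system = parasite MetRS enzyme | timing = 15 min preincubation, 2 h reaction, all 25 °C | evaluation = percent inhibition relative to median high and low control wells | medium = HEPES buffer containing pyrophosphatase, BSA, spermine, DTT | compound = single dose, 11.9 µM final nominal, 0.9% final DMSO | detection = Kinase-Glo luminescence, ATP depletion format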
PABP1 MLLE inh: inhibitors of microRNA-mediated deadenylation, human PABP1 MLLE binding; inhibition, % at 20 µM; P11940; GST-MLLE / FITC-PAM2 fluorescence polarization; actives 0.36% (n = 360,000); AID 588489; in the data active means inhibition above about 35%, passing the limit was not always enough;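 further: plate controls were DMSO wells with GST-MLLE for no effect and wells lacking GST-MLLE protein for full effect; some results filed as inactive read as strong as hits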
Scp-1 inhibitor: Scp-1 (human) phosphatase inhibition. Q9GZU7. Recombinant Scp1, phosphopeptide, malachite green phosphate absorbance. inhibition, % at 20 µM. actives 0.88% (n = 340,000). AID 493091;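 active means inhibition above about 50% at 20 µM, limit read from the data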;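 further: plate controls were DMSO wells with enzyme for no effect and wells lacking enzyme for full effect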
Target sequence (Q9GZU7 76-261 limits assumed): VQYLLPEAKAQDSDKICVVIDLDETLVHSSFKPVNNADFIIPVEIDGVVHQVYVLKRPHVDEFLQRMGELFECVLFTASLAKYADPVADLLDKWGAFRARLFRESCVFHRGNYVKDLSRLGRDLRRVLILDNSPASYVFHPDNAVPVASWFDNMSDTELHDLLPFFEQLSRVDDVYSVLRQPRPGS
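System: truncated SCP-1 phosphatase (76-261aa); medium: Tris acetate buffer pH 5.5 with MgCl2 and Tween-20; incubation: 45 min room-temperature reaction, 5 min colour, 30 min stabiliser; compound: single 20 µM dose, 1% DMSO; reagent: Phosphorylated 17-residue peptide substrate; read-out: % inhibition at 20 µM; technique: colorimetric free-phosphate detection, absorbance 630 nm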
DNMT1 inh: DNMT1 (human) enzyme inhibition. DNMT1 molecular beacon, Hinp1I cleavage, fluorescence. inhibition (reported as % activation of signal), % at 10 µM. actives 0.83% (n = 360,000). P26358. AID 588458; in the data active means inhibition above about 50%
CSN deneddyl inh: inhibitors of human CSN-mediated cullin deneddylation; Q92905; Purified CSN, SCF-Nedd8-OG deneddylation, fluorescence polarization; inhibition, % at 12.5 µM; actives 0.38% (n = 360,000);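 active means pattern-corrected inhibition above about 35%, with an unprinted fluorescence ratio check between 0.5 and 1.5, limit read from the data, passing the limit was not always enough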;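 further: 0% = enzyme with substrate and 100% = substrate without enzyme; some results filed as inactive read as strong as hits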
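Test system: purified human Csn5 enzyme expressed in HEK293T cells. Amount: 0.24 nM enzyme. Reagent: SCFSkp2-Nedd8OG substrate at 10 nM final. Schedule: 90 min incubation of compound, enzyme and substrate at room temperature. Detection: fluorescence polarization. Read-out: % inhibition of substrate cleavage by Csn5.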
LMPTP inh: LMPTP (human) inhibition | recombinant LMPTP-A, OMFP fluorogenic substrate, fluorescence intensity | inhibition, % at 20 µM | P24666 | actives 0.22% (n = 360,000);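 active means compounds that cut the enzyme signal by at least half of the control window in the single-dose screen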;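 further: plate controls were DMSO wells with enzyme plus substrate for no effect and substrate without enzyme for full effect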
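Test system: LMPTP-A phosphatase enzyme. Amount: LMPTP-A at 0.625 nM final in the reaction. Reagent: OMFP substrate, 400 µM final. Times: 50 min at room temperature. Signal: endpoint fluorescence intensity from OMFP dephosphorylation. Read-out basis: % inhibition. Benchmarks: no-enzyme and uninhibited controls.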
SUMO1-SIM PPI: SUMO1-SIM interaction modulation. AID 602429. inhibition, % at 20 µM. actives 0.33% (n = 360,000). P63165. SUMO1 binding to a labelled peptide, TR-FRET, 1 h; in the data active means inhibition above about 37%
Target sequence (P63165 whole entry, looked up): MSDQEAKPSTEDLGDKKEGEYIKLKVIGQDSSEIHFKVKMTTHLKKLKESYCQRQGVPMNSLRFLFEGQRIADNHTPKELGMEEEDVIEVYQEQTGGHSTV
Rpn11 inh: blocks the human proteasome subunit Rpn11 | AID 588493 | human 26S proteasome, Ub4-pepOG fluorescence polarization; 20S core pre-blocked with epoxomicin | actives 0.59% (n = 360,000) | O00487 | calls only at 20 µM;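 active means inhibition at 20 µM, scaled to each plate's controls, above about 33%, limit read from the data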
STEP inh: inhibitors of human striatal-enriched phosphatase STEP | actives 0.25% (n = 360,000) | P54829 | inhibition, % at 20 µM | AID 588621 | recombinant STEP, OMFP fluorogenic substrate, fluorescence;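 active means inhibition at 20 µM, scaled per plate between control wells, above about 37%, limit read from the data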;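 further: 0% = DMSO with enzyme and substrate and 100% = substrate only without enzyme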
Target sequence (P54829 whole entry, looked up): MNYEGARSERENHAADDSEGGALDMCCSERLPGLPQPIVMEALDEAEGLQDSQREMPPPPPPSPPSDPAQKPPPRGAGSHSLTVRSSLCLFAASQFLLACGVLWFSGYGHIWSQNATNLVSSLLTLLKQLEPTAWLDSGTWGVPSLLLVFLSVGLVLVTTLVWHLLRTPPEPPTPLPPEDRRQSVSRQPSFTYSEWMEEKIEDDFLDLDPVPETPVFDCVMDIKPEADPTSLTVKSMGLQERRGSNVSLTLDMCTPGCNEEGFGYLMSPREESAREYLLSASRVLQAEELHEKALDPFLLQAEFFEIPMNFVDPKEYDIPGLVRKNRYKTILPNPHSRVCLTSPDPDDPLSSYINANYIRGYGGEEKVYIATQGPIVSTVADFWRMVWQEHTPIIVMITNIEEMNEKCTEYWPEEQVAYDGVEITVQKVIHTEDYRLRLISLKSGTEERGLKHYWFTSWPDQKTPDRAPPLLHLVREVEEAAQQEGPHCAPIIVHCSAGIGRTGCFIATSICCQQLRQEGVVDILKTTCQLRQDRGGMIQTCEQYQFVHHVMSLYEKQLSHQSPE
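Test system: STEP tyrosine phosphatase / Reagent: OMFP at 25 µM / Doses: 20 µM, 1% DMSO / Read-out: percent inhibition scaled to no-enzyme and uninhibited-enzyme controls, plate-pattern corrected / Detection: FITC-channel fluorescence of OMFP product / Medium: Bis-Tris buffer pH 6.0, 2.5 mM DTT, 0.005% Tween 20 / Schedule: 20 min at room temperature, dark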
NadD inh: blocks S. aureus nicotinate mononucleotide adenylyltransferase; purified NadD enzyme, colorimetric absorbance read-out; inhibition, % at 20 µM; actives 0.78% (n = 360,000); in the data active means inhibition above about 26%; further: some compounds past the cut are filed as inactive
Starred values were filed as active, the others as inactive; i = inactive.

1) CSc1nnc([C@@H]2CCCN2C(=O)OC(C)(C)C)o1
2) COc1cc2[nH]c(=O)n(CCCC(=O)NC3CCCCC3)c(=O)c2cc1OC
3) COc1ccc(CCNC(=S)NC(=O)c2ccc(Br)cc2)cc1OC
4) CCCCc1ccc(NC(=O)C2CCCO2)cc1 (centres undefined)
5) O=C(Nc1cccc(Cl)c1)c1cc2c(=O)n3ccccc3nc2s1
6) c1ccc2nc(-c3ccncc3)ccc2c1
7) Fc1ccc(-c2nnn(Cc3ccc(F)cc3Cl)n2)cc1
8) COc1ccc(NC(=O)Cn2nnc(C(=O)NCc3ccc(C)cc3)c2N)cc1Cl
9) CCCCC(=O)NC(c1ccccc1OC)c1ccc2cccnc2c1O (centres undefined)
10) O=C(Cn1ccc2ccccc2c1=O)NCCC(=O)N1CCCCC1
Screen / compound no. | 1 | 2 | 3 | 4 | 5 | 6 | 7 | 8 | 9 | 10
TbMetRS inhib | -1.5 | -0.4 | -0.8 | 0.0 | 0.1 | -0.5 | -0.4 | 0.6 | -0.7 | -0.1
PABP1 MLLE inh | 11 | 5 | 27 | 3 | -9 | -2 | -6 | -2 | -5 | 2
Scp-1 inhibitor | -12 | -2 | -5 | 6 | -8 | -8 | -15 | -1 | -5 | 1
DNMT1 inh | 2 | -3 | -4 | -1 | 62* | 5 | 6 | 7 | 8 | -1
CSN deneddyl inh | -5 | -1 | 2 | 1 | -2 | -1 | -6 | 0 | 2 | 0
LMPTP inh | -0.2 | 0.0 | 1.1 | -0.8 | 24 | -0.6 | 1.0 | 1.5 | -1.0 | -0.8
SUMO1-SIM PPI | -1 | 4 | 3 | -3 | 6 | -5 | 0 | 0 | -11 | -2
Rpn11 inh | i | i | i | i | i | i | i | i | i | i
STEP inh | 0 | -2 | 18 | 0 | 2 | 0 | 1 | 1 | 1 | -3
NadD inh | -3 | 0 | -14 | -7 | 8 | 4 | -7 | -2 | 5 | 6

11) CC1(C)N=C(N)N=C(N)N1c1ccc(Oc2ccc(Cl)cc2)c(Cl)c1
12) Cc1ccnc(N2CCC(C(=O)Nc3ccc4c(c3)CCC4)CC2)n1
13) CN1C(=O)C(=O)N(CC(=O)N2CCc3ccccc32)C1=O
14) S=C1NCN(C2CCCCC2)CN1Cc1ccccc1
15) COc1ccccc1NC(=O)C1(C)Cc2ccccc2C(=O)O1 (centres undefined)
16) Cc1ccc(SCC(=O)Nc2ccc(F)cc2[N+](=O)[O-])cc1C
17) CC(C)(C)CC(=O)Nc1ccc(-c2nnc3n2CCCCC3)cc1
18) CC(C)(C)c1ccc(/C=C/C(=O)Nc2cccnc2)cc1
19) CCOC(CNCc1cc(C)c2[nH]c3ccccc3c2c1C)OCC
20) Cc1cc(C)cc(OCc2ccc(C(=O)N3N=C(C(F)F)CC3(O)C(F)F)o2)c1 (centres undefined)
Screen / compound no. | 11 | 12 | 13 | 14 | 15 | 16 | 17 | 18 | 19 | 20
TbMetRS inhib | 1.2 | -0.6 | -2.2 | -0.8 | -0.5 | -1.6 | 0.3 | -0.8 | -0.4 | 0.5
PABP1 MLLE inh | -3 | -2 | 10 | -5 | -3 | 16 | 3 | -18 | 6 | 3
Scp-1 inhibitor | -4 | -6 | -4 | -1 | 12 | -4 | -13 | -12 | 8 | 9
DNMT1 inh | 2 | -12 | 5 | 1 | 6 | 18 | 0 | 1 | 6 | -3
CSN deneddyl inh | -4 | 5 | 3 | -5 | -3 | -5 | -1 | -3 | 2 | -1
LMPTP inh | 0.2 | 0.1 | -1.8 | -1.9 | -1.3 | 0.5 | -0.4 | 2.7 | 0.4 | 3.3
SUMO1-SIM PPI | -5 | 3 | 0 | -2 | -1 | -18 | 1 | -20 | 1 | 1
Rpn11 inh | i | i | i | i | i | i | i | i | i | i
STEP inh | -2 | 0 | -9 | -2 | -3 | 1 | -2 | 0 | -2 | -2
NadD inh | -7 | -5 | -2 | -1 | 0 | 3 | -2 | -4 | -2 | -7

Eleven entries already listed, arranged by SMILES length, ascending.
14) S=C1NCN(C2CCCCC2)CN1Cc1ccccc1
7) Fc1ccc(-c2nnn(Cc3ccc(F)cc3Cl)n2)cc1
15) COc1ccccc1NC(=O)C1(C)Cc2ccccc2C(=O)O1 (centres undefined)
9) CCCCC(=O)NC(c1ccccc1OC)c1ccc2cccnc2c1O (centres undefined)
13) CN1C(=O)C(=O)N(CC(=O)N2CCc3ccccc32)C1=O
17) CC(C)(C)CC(=O)Nc1ccc(-c2nnc3n2CCCCC3)cc1
12) Cc1ccnc(N2CCC(C(=O)Nc3ccc4c(c3)CCC4)CC2)n1
16) Cc1ccc(SCC(=O)Nc2ccc(F)cc2[N+](=O)[O-])cc1C
11) CC1(C)N=C(N)N=C(N)N1c1ccc(Oc2ccc(Cl)cc2)c(Cl)c1
8) COc1ccc(NC(=O)Cn2nnc(C(=O)NCc3ccc(C)cc3)c2N)cc1Cl
20) Cc1cc(C)cc(OCc2ccc(C(=O)N3N=C(C(F)F)CC3(O)C(F)F)o2)c1 (centres undefined)
Screen / compound no. | 14 | 7 | 15 | 9 | 13 | 17 | 12 | 16 | 11 | 8 | 20
TbMetRS inhib | -0.8 | -0.4 | -0.5 | -0.7 | -2.2 | 0.3 | -0.6 | -1.6 | 1.2 | 0.6 | 0.5
PABP1 MLLE inh | -5 | -6 | -3 | -5 | 10 | 3 | -2 | 16 | -3 | -2 | 3
Scp-1 inhibitor | -1 | -15 | 12 | -5 | -4 | -13 | -6 | -4 | -4 | -1 | 9
DNMT1 inh | 1 | 6 | 6 | 8 | 5 | 0 | -12 | 18 | 2 | 7 | -3
CSN deneddyl inh | -5 | -6 | -3 | 2 | 3 | -1 | 5 | -5 | -4 | 0 | -1
LMPTP inh | -1.9 | 1.0 | -1.3 | -1.0 | -1.8 | -0.4 | 0.1 | 0.5 | 0.2 | 1.5 | 3.3
SUMO1-SIM PPI | -2 | 0 | -1 | -11 | 0 | 1 | 3 | -18 | -5 | 0 | 1
Rpn11 inh | i | i | i | i | i | i | i | i | i | i | i
STEP inh | -2 | 1 | -3 | 1 | -9 | -2 | 0 | 1 | -2 | 1 | -2
NadD inh | -1 | -7 | 0 | 5 | -2 | -2 | -5 | 3 | -7 | -2 | -7

The results go on.
21) Cc1ccc2nc(SCC(=O)Nc3c(F)cccc3F)[nH]c2c1
22) CCOC(=O)c1c(C)[nH]c(C)c1C(=O)CSc1nc2ccccc2c(=O)n1-c1ccc(Cl)cc1
23) CNc1oc(/C=C/c2cccc(OC)c2)nc1C#N
24) CCC(OC(=O)c1ccco1)C(=O)NCc1ccc(OC)cc1 (centres undefined)
25) COCCN1Cc2cccc(C(=O)NCc3ccccn3)c2C1=O
26) COc1ccccc1Nc1nc(N)nc(CSc2nccn2C)n1
Screen / compound no. | 21 | 22 | 23 | 24 | 25 | 26
TbMetRS inhib | 0.5 | -0.4 | -0.2 | 0.0 | 0.2 | -0.4
PABP1 MLLE inh | -42 | 2 | -11 | 2 | -1 | -5
Scp-1 inhibitor | -4 | -15 | -4 | -3 | -7 | -3
DNMT1 inh | 0 | -24 | 8 | 0 | -6 | 0
CSN deneddyl inh | -4 | 0 | -2 | -1 | -2 | -2
LMPTP inh | -0.9 | 4.0 | -0.3 | -0.4 | -0.4 | -0.6
SUMO1-SIM PPI | -2 | 8 | -12 | 4 | 5 | 5
Rpn11 inh | i | i | i | i | i | i
STEP inh | -6 | 2 | 1 | -1 | 3 | 2
NadD inh | -5 | 6 | 0 | 4 | -5 | 1
